NR3A LBD binder = NR3A (human) ligand-binding domain modulation. actives 2.5% (n = 340,000). NR3A LBD differential scanning fluorimetry, Tm shift; 0% = protein alone, 100% = glycine-bound protein. Tm shift relative to glycine control, % at 25 µM;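 active means melting temperature shift of at least 10% of the positive control shift, at one fixed dose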
XBP1 UPR activ = activators of adaptive arm of unfolded protein response (XBP1); CHO-XBP1 luciferase reporter, IRE1-XBP1 UPR activation, luminescence; percent of tunicamycin response, DMSO as zero; activation, % at 20 µM; actives 0.33% (n = 330,000); AID 463104;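 active means versus positive control, 20 µM dose yields 30% or more activation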;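 further: 100% = tunicamycin at 10 µg/mL and 0% = DMSO only wells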
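Signal: luciferase luminescence; Assay system: CHO-XBP1 luciferase reporter cells; Amount: one thousand reporter cells per well; Dosing: 20 µM single concentration, DMSO 1%; Benchmarks: high control tunicamycin 10 µg/mL final, low control DMSO vehicle only; Schedule: 6 h compound exposure at 37 °C, 5% CO2; Evaluation: percent activation relative to tunicamycin reference.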
tim10-1 inh = growth inhibitors of tim10-1 mutant yeast | S. cerevisiae tim10-1 ts strain growth, BacTiter-Glo, 24 h | inhibition, % at 20 µM | actives 2.2% (n = 330,000);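 active means inhibition of at least 40%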;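 further: mutant grown at 25 °C; 0% = DMSO wells with yeast and 100% = wells holding no yeast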
Mdm2-MdmX inh = disrupts the human Mdm2-MdmX interaction; SaOS-2 split-luciferase Mdm2/MdmX complementation, luminescence; AID 485346; inhibition, % at 8 µM; actives 3% (n = 330,000); O15151+Q00987;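 active means inhibition of at least 50% at 8 µM in the primary screen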
Target sequence (O15151 whole entry, looked up): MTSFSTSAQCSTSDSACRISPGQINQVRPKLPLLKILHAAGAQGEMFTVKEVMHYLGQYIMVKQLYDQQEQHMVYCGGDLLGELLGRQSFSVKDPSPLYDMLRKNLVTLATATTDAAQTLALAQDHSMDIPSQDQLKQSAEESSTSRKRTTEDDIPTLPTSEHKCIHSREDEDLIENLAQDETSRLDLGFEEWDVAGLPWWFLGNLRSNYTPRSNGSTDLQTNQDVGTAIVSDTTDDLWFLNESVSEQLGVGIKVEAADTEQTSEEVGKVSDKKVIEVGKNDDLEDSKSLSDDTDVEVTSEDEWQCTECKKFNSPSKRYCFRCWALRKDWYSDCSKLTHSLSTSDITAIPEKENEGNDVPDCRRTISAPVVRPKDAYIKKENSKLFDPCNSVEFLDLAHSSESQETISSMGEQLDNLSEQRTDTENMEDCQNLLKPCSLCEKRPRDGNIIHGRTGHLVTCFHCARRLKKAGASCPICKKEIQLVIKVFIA
Target sequence (Q00987 whole entry, looked up): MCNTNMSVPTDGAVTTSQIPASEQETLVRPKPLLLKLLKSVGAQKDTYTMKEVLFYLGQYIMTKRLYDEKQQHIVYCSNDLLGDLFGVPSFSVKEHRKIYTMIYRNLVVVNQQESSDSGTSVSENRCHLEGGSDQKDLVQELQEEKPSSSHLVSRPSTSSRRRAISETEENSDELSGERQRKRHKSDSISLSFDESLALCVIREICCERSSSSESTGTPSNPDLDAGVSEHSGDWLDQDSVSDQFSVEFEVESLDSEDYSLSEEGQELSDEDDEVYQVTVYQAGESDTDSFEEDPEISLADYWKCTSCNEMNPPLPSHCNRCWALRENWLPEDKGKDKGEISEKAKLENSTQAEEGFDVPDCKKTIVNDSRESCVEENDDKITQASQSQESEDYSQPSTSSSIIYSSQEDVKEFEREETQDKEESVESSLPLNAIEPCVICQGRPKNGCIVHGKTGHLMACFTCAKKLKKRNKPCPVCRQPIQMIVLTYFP
UPR CHOP act = apoptotic UPR (CHOP) activation; CHO-CHOP luciferase reporter, luminescence; percent of tunicamycin response over DMSO baseline; activation, % at 10 µM; actives 0.34% (n = 330,000);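 active means at 10 µM dose, activation of 40% or more, normalized to positive control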;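 further: 100% = tunicamycin at 10 µg/mL and 0% = DMSO alone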
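System: CHO-CHOP luciferase reporter cell line; amount: 500 cells/well; buffer or medium: F12 medium containing 10% fetal bovine serum; incubation: 6 h compound exposure at 37 °C after overnight seeding; measured by: luciferase luminescence after 10 min with Steady-Glo reagent; evaluation: % reporter activation, DMSO baseline versus tunicamycin full activation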
tim23-1 inh = growth inhibitors of tim23-1 mutant yeast; actives 1.3% (n = 330,000); inhibition, % at 20 µM; S. cerevisiae tim23-1 growth, BacTiter-Glo luminescence, 24 h; AID 463212;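 active means growth inhibition of the mutant yeast at or above 50%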;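 further: temperature-sensitive mutant grown at 25 °C; plate controls were DMSO-treated mutant yeast for no effect and medium wells lacking yeast for full effect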
TIM10 inh = TIM10 yeast growth inhibition; S. cerevisiae TIM10 strain growth, BacTiter-Glo luminescence, 24 h; inhibition, % at 10 µM; actives 1.4% (n = 330,000); AID 463195;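 active means inhibition of 40% or more at the single tested concentration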;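 further: wild-type TIM10 isogenic control strain grown at permissive 25 °C; 0% = DMSO yeast wells and 100% = minimal medium wells without yeast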
APJ ag = APJ receptor agonism. P35414. CHO-K1 APJ PathHunter beta-arrestin, luminescence; 0% DMSO wells, 100% apelin. activation, % at 20 µM. actives 0.11% (n = 330,000);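 active means activation more than six SD over the plate average, tested at 20 µM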;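 further: 0% = DMSO alone and 100% = apelin-13 at 10 nM; some results filed as inactive read as strong as hits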
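Material: engineered CHO-K1 APJ arrestin reporter cells; amount: 1000 CHO-K1 reporter cells seeded per well; incubation: compound stimulation 90 min at 25 °C, detection 60 min; signal: luminescent beta-gal fragment complementation, chemiluminescent substrate; read-out basis: APJ agonist activity; controls: DMSO-only wells as negative, 10 nM Apelin-13 as positive control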
NLRP3 yeast inh = NALP3 inhibition in yeast | AID 2825 | inhibition, % at 10 µM | actives 0.39% (n = 330,000) | Yeast reconstituted NLRP3/ASC/caspase-1, beta-gal luminescence, 24 h;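 active means inhibition of 50% or more; inactive means inhibition below 50%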;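 further: plate controls were induced DMSO wells for no effect and uninduced yeast grown without galactose for full effect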
The depositor's hits bear a star.

SMILES | NR3A LBD binder | XBP1 UPR activ | tim10-1 inh | Mdm2-MdmX inh | UPR CHOP act | tim23-1 inh | TIM10 inh | APJ ag | NLRP3 yeast inh
CCn1c(SCc2ccccc2)nnc1-c1cccs1 | -1 | -1 | 39 | 18 | 0.6 | 37 | 31 | -6 | 14
CCOC(=O)Cc1csc(NC(=O)CSc2nnnn2-c2ccc(CC)cc2)n1 | -4 | -3 | 36 | 24 | -2.5 | 23 | 25 | 1 | 19
CCn1cc(C(=O)NC(C)CCc2ccccc2)c(=O)c2cc(S(=O)(=O)N(C)C)ccc21 (stereo not given) | -5 | 5 | -8 | 17 | 0.8 | -9 | 18 | -4 | 0
C=C(C)C(O)CC/C(C)=C/Cc1c(O)ccc(C(=O)/C=C/c2ccc(O)cc2)c1O (stereo not given) | 15* | -8 | -83 | 47 | -4.1 | 40 | 31 | -7 | 27
CC(C)(C)C(=O)Nc1cc(S(=O)(=O)Nc2ccc(Cl)cc2)ccc1O | -1 | -1 | 8 | 22 | -1.6 | 3 | 9 | -3 | 3
O=[N+]([O-])c1cccc(Cl)c1NCCNS(=O)(=O)c1ccccc1 | -1 | 1 | 28 | -4 | 2.2 | 26 | 10 | 3 | -4
CCO[C@H]1OC(C(=O)NC2CC2)=C[C@@H](c2c[nH]c3ccccc23)[C@@H]1CCCO | -1 | 1 | -10 | -3 | -0.7 | -7 | -6 | -4 | 4
O=C(N1CCOCC1)n1nnc2ccccc21 | 0 | 1 | -10 | 17 | 0.8 | 4 | 1 | -2 | -2
COc1ccc(C23NCCN2C(=O)c2ccccc23)cc1 (stereo not given) | -1 | -3 | 9 | 15 | -0.9 | 7 | -6 | -3 | 11
Cc1ccc(C(=O)Cc2ccccc2)o1 | -1 | 1 | -4 | -1 | 0.6 | 19 | -5 | -1 | -23
CCOc1ccc(N2C(=O)CS/C2=C(\C(Cl)=C(Cl)Cl)[N+](=O)[O-])cc1 | -1 | 1 | 13 | 16 | 1.1 | 44 | 8 | -7 | 21
Cc1ccccc1OCc1nc(-c2ccc(NC(=O)c3ccco3)cc2)no1 | 1 | -1 | 6 | -14 | 1.5 | 7 | 22 | 6 | 21
CC(C)(C)CC(C)(C)NC(=O)Nc1cccc([N+](=O)[O-])c1 | -2 | 2 | 39 | 8 | -1.6 | 50 | 46* | 0 | 3
COC(=O)c1c(C(=O)OC)c(C)n(Cc2ccco2)c1C | 0 | -2 | 23 | -10 | -2.1 | 14 | 1 | 4 | 2
COc1ccc(Cc2nc(C(=O)NCc3ccccc3OC)cs2)cc1 | 0 | -3 | 17 | 3 | 1.9 | 24 | 11 | 0 | 3
COc1ccc(CN2CCC(N3CCC(C(=O)N4CCOCC4)CC3)CC2)c(F)c1 | -2 | -2 | -1 | 22 | 2.2 | 0 | -2 | 4 | 0
Cc1cccc(-c2nnn3c2nc(NCCc2ccc(S(N)(=O)=O)cc2)c2ccccc23)c1 | 33* | 19 | -11 | 67* | 11 | -51 | -28 | 8 | -8
O=C(NCc1cccc(F)c1F)C1CCC(=O)N(C2CC2)C1 (stereo not given) | 1 | -5 | 4 | 28 | 0.3 | 12 | 1 | -9 | 16
Cc1cc(C)n(-c2nc3c(c(=O)[nH]c(=O)n3C)n2CCc2ccccc2)n1 | -2 | -2 | 36 | -3 | -2.0 | 20 | 3 | -2 | -9
O=C(NCc1cccs1)c1ccc(Cl)c(S(=O)(=O)N2CCCC2)c1 | -1 | -4 | 15 | 4 | -1.5 | 9 | -13 | -1 | 3

Ordered by value in XBP1 UPR activ (lowest first): some entries from above
molecule | NR3A LBD binder | XBP1 UPR activ | Mdm2-MdmX inh | NLRP3 yeast inh
CCOC(=O)Cc1csc(NC(=O)CSc2nnnn2-c2ccc(CC)cc2)n1 | -4 | -3 | 24 | 19
COC(=O)c1c(C(=O)OC)c(C)n(Cc2ccco2)c1C | 0 | -2 | -10 | 2
CC(C)(C)CC(C)(C)NC(=O)Nc1cccc([N+](=O)[O-])c1 | -2 | 2 | 8 | 3

Carrying on:
SMILES | NR3A LBD binder | XBP1 UPR activ | tim10-1 inh | Mdm2-MdmX inh | UPR CHOP act | tim23-1 inh | TIM10 inh | APJ ag | NLRP3 yeast inh
CCc1ccc(Nc2nc(N)nc(CSc3nc4ccccc4s3)n2)cc1 | 7 | 1 | -2 | 15 | 1.9 | 29 | 26 | 1 | 29
O=C(NCCc1c[nH]c2ccccc12)C(=O)NCC1OCCN1S(=O)(=O)c1ccc(Cl)cc1 (stereo not given) | -9 | -5 | -1 | 51* | -0.4 | -6 | -15 | 8 | 12
c1ccc2c(-c3nc(-c4ccncc4)no3)cccc2c1 | 1 | 6 | -13 | -79 | 5.5 | -12 | -44 | -5 | -38
COc1ccc(S(=O)(=O)N2CCCCC2)cc1NC(=O)c1cccnc1SC | -1 | -4 | 2 | -8 | -1.5 | 15 | 14 | -4 | 21
CCC1(NC(C)=O)CC2CC1CC2NC(C)=O (stereo not given) | 8 | -1 | 10 | 7 | 1.5 | -6 | -4 | -3 | 16
CCn1c(=O)cc(OCC(=O)NCc2ccc(C)o2)c2ccccc21 | 1 | 3 | 16 | 31 | -0.8 | 8 | 15 | -2 | -5
CCOC(=O)c1c(-c2ccccc2)oc2ccc(OCC(O)CNCCN(C)C)cc12 (stereo not given) | 0 | 14 | 7 | 95* | 3.9 | -28 | 4 | -1 | 19
CCCc1cc(C(N)=O)c(NC(=O)c2ccoc2C)s1 | 8 | 1 | 47* | 4 | 0.1 | 65* | 34 | -7 | 15
CC(C)NC(=O)C1CCN(C2CCN(CC3CC=CCC3)CC2)CC1 (stereo not given) | -1 | 0 | -36 | 6 | -0.9 | -73 | -45 | 0 | 20
Cc1cccc(CS(=O)(=O)c2ncc(Cl)c(C(=O)Nc3ccc(F)cc3)n2)c1 | -9 | -11 | 2 | 82* | 278* | 39 | -12 | -3 | 33
COc1ccccc1CC(=O)NC1CCCc2ccccc21 (stereo not given) | -6 | 0 | 16 | -19 | 1.1 | 21 | -5 | -4 | -36
O=C(CCNC(=O)c1ccc(Br)cc1)NCc1ccccn1 | 1 | 2 | -6 | -11 | 0.0 | 2 | -7 | 5 | 13
Cc1nnc(SCc2nc3scc(-c4ccccc4)c3c(=O)[nH]2)s1 | 0 | -2 | 6 | 5 | 0.2 | -5 | 2 | -3 | 15
NC(=O)NC(Cc1ccccc1)C(=O)NCCCSc1ccccc1 (stereo not given) | 2 | -4 | 9 | 10 | 0.4 | 2 | 7 | 1 | 17
CCCCNC(=O)CN(C1CCCCC1)S(C)(=O)=O | -1 | 1 | 10 | 15 | -1.4 | 9 | -5 | -1 | 3
CC(=O)NC1CC2CCCC(C1)N2CC(=O)NCc1ccc(F)cc1 (stereo not given) | 0 | -2 | 2 | -31 | -0.2 | -3 | -6 | 2 | 14
CC(C)N1CCC(N2CCN(Cc3cc4c(cc3Cl)OCO4)CC2CCO)CC1 (stereo not given) | 0 | -3 | 1 | -4 | 0.8 | 7 | -23 | 1 | -2
CCn1c(C)nnc1SCC(=O)Nc1ccc(N2CCOCC2)cc1 | 1 | -3 | -1 | 22 | 0.0 | -1 | 5 | -2 | 7
CN(C)/C=C(\C#N)c1nc2ccccc2[nH]1 | 0 | 5 | -17 | -24 | 3.7 | 13 | 8 | -2 | 13
C=CCN(C(=O)Cc1cccs1)c1nc(-c2ccc(S(C)(=O)=O)cc2)cs1 | -4 | -1 | -16 | -23 | 3.8 | 14 | 13 | 2 | 11
Cc1ccc(OCC(=O)Nc2ccc(C)c(S(=O)(=O)N3CCCCC3)c2)c([N+](=O)[O-])n1 | -4 | -3 | 10 | -7 | 2.1 | 17 | 12 | 1 | 11
Cc1sc(NC(=O)c2ccc(Cl)s2)c(C(N)=O)c1C | -3 | 0 | 8 | -169 | 5.0 | -39 | 11 | -5 | 38
CC(C)(C)NC(=O)COc1ccc(CNn2nnnc2N)cc1 | -1 | 4 | 7 | -21 | -0.6 | -6 | 0 | 1 | 5
CCN1CCN(CCCOc2ccccc2-c2ccccc2)CC1 | -1 | 5 | -8 | 11 | 0.5 | 3 | 5 | -4 | 24
NS(=O)(=O)c1ccc(N/N=C2/CCCCC2C2CCCCC2)c([N+](=O)[O-])c1 (stereo not given) | 0 | 55* | 20 | 38 | 4.4 | 39 | 25 | -5 | 4
COc1cc(CNC2CCCC2)cc(Cl)c1OCc1ccccc1Cl | -1 | 14 | -25 | 52* | -2.2 | -40 | -51 | 9 | 33
COc1ccc(CNc2nc(-c3ccccc3)nn2C(=O)c2ccc([N+](=O)[O-])cc2)cc1 | 0 | 33* | 5 | -15 | 5.9 | 7 | 17 | -3 | 19
COc1ccc(N2C(=O)C3CCCCC3C2=O)cc1NC(=O)c1ccccc1 (stereo not given) | 39* | 1 | 11 | 6 | 0.3 | 7 | 3 | -4 | 15
CC(C)OC(=O)CCc1nc2ccccc2[nH]c1=O | 2 | 1 | 13 | -9 | -0.7 | 22 | -9 | 8 | 10
COC(=O)c1cn(NC(=O)Cc2ccc(Cl)c(Cl)c2)c(=O)c2ccccc12 | -10 | 1 | 11 | 17 | 0.2 | 1 | 12 | -1 | 11
CCO[C@@H]1OC(C(=O)O)=C[C@H](c2ccccc2)[C@H]1CCCO | 2 | 0 | 15 | -15 | 0.7 | 11 | 11 | 8 | -5
CN(Cc1cnccn1)Cc1nc(Cc2cccc(F)c2)no1 | 1 | 1 | 11 | -8 | -0.5 | 14 | 18 | 0 | -1
Cc1sc(NC(=O)C2CCCCC2C(=O)O)c(C(N)=O)c1C (stereo not given) | 2 | -4 | 5 | 0 | -1.1 | 8 | -13 | -1 | 4
Cn1c(N)c(C(=O)CSc2n[nH]c(-c3ccccc3)n2)c(=O)n(C)c1=O | 1 | 6 | -14 | -4 | 1.3 | -18 | -8 | -2 | -1
CCOC(=O)CN1C(=O)S/C(=C/c2ccc(N3CCCCC3)o2)C1=O | 1 | -3 | 32 | -6 | -1.3 | 26 | 10 | 2 | 17
Cc1ccc(S(=O)(=O)NC(Cc2ccccc2)C(=O)O)cc1 (stereo not given) | -1 | -2 | -1 | -3 | -0.3 | 8 | 7 | -2 | 14
CCCOc1ccc(CC(=O)NCC2(c3ccccc3)CCOCC2)cc1OC | -1 | 2 | 12 | 21 | 2.9 | 12 | 12 | -3 | 3

With a hit mark in NR3A LBD binder, of those listed so far:
molecule | NR3A LBD binder | XBP1 UPR activ | Mdm2-MdmX inh | NLRP3 yeast inh
C=C(C)C(O)CC/C(C)=C/Cc1c(O)ccc(C(=O)/C=C/c2ccc(O)cc2)c1O (stereo not given) | 15* | -8 | 47 | 27
Cc1cccc(-c2nnn3c2nc(NCCc2ccc(S(N)(=O)=O)cc2)c2ccccc23)c1 | 33* | 19 | 67* | -8
COc1ccc(N2C(=O)C3CCCCC3C2=O)cc1NC(=O)c1ccccc1 (stereo not given) | 39* | 1 | 6 | 15

Screens: PubChem, Sanford-Burnham Center for Chemical Genomics
